Compound activity from PubChem BioAssay.
SUMO HTRF inh = inhibitors of human SUMOylation (UBC9); P63279; HTRF SUMOylation assay, SAE1/SAE2 + UBC9, in vitro; inhibition, % at 35 µM; 290,000 compounds, 0.36% hits; in the data active = inhibition above about 50%, passing the limit was not always enough; inconclusive = no clear call, values can overlap the other calls; also: strong numbers were not always called active
Target sequence (P63279 whole entry, looked up): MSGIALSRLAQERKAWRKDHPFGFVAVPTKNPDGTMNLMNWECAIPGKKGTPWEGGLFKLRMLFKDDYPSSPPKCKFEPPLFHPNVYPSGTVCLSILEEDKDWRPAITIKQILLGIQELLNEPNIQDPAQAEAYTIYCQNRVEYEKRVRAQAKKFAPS
IMP-1 inhibitor = blocks Pseudomonas aeruginosa IMP-1 metallo-beta-lactamase | purified IMP-1, nitrocefin hydrolysis, epi-absorbance fluorescence | inhibition, % at 5.6 µM | 290,000 compounds, 0.45% hits;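 active = inhibition above the mean plus 3 SD of all compounds in the same screening run, cut at about 4.5% in these data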;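 also: 0% = IMP-1 with DMSO and 100% = DMSO wells lacking enzyme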
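System: Purified recombinant IMP-1 metallo-beta-lactamase enzyme | Measured by: Fluorescence quenching readout, ex 480/em 530 nm | Replication: Singlicate | Incubation: 15 min preincubation plus 25 min reaction at 25 °C | Evaluation: Percent inhibition from optical density relative to buffer-blank wells | Benchmarks: DMSO with and without IMP-1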
MEKK2 WT-MEK5 = raises or lowers MEK5 binding to wildtype human MEKK2 PB1 domain; Q9Y2U5; bead flow cytometry, Alexa488-MEK5 binding to MEKK2 WT; actives lie on both sides; binding response (% of control), % at 10 µM; 290,000 compounds, 1.1% hits; AID 1531; in the data active = binding response below about 67% or above about 130%; inconclusive = no clear call, values can overlap the other calls; inactive = in between
VIM-2 inh = inhibitors of Pseudomonas aeruginosa VIM-2 metallo-beta-lactamase; 290,000 compounds, 0.89% hits; inhibition, % at 5.6 µM; purified VIM-2, nitrocefin hydrolysis, epi-absorbance fluorescence;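 active = inhibition above the mean of all tested compounds plus 3 SD, cutoff set per screening run, cut at about 7.5% in these data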;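 also: red hydrolysis product quenches plate fluorescence so inhibitors raise well fluorescence; 0% = enzyme with DMSO and 100% = DMSO without enzyme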
HCV NS3 hel inh = HCV NS3 helicase inhibition; NS3 helicase DNA unwinding, Cy5 molecular beacon fluorescence; AID 1800; inhibition, % at 10.9 µM; 290,000 compounds, 0.56% hits;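 active = inhibition above the mean of all tested compounds plus 3 SD, set per campaign, cut at about 35% in these data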;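 also: 0% = DMSO wells and 100% = thioflavine S control wells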
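Material: hepatitis C virus NS3 helicase domain fragment enzyme; measured by: Cy5 fluorescence, 0 and 60 min reads; control set: DMSO and thioflavine S; incubation: 60 min unwinding reaction at 25 °C after ATP addition; read-out basis: % inhibition from 60/0 min fluorescence ratio, DMSO 0%, thioflavine S 100%; repeats: singlicate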
PfM18AAP inh = PfM18AAP enzyme inhibition | 290,000 compounds, 1.2% hits | recombinant PfM18AAP, H-Glu-NHMec fluorogenic cleavage | inhibition, % at 7.35 µM;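 active = inhibition above the campaign mean inhibition over all tested compounds plus 3 SD, cut at about 28% in these data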;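 also: 0% = plate median of test compound wells and 100% = 2 mM ZnCl2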
MEKK2mut PB1 HTS = signal of MEK5 binding to mutant human MEKK2 PB1 domain | bead flow cytometry, Alexa488-MEK5 binding to MEKK2 mutant | percent response, % at 10 µM | 290,000 compounds, 0.35% hits; in the data active = percent response above about 24%, passing the limit was not always enough; also: inactives centre near 1; some results filed as inactive read as strong as hits
NALP1 yeast inh = NALP1 inhibition | AID 2071 | inhibition, % at 10 µM | S. cerevisiae NALP1/ASC/caspase-1 growth, X-gal OD620, 72 h | 280,000 compounds, 0.61% hits; in the data active = inhibition mostly above about 24%, no sharp cut-off; inactive = mostly below about 32%; also: some compounds called inactive have numbers as strong as hits
FID counter = fluorescent intercalator displacement, NS3 helicase counter-screen | DNA fluorescent intercalator displacement, fluorescence | inhibition, % at 7.9 µM | 290,000 compounds, 0.17% hits | AID 1845; in the data active = inhibition above about 37%;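 also: 0% = vehicle and 100% = reference compound; higher means more ethidium bromide displaced from hairpin DNA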
* marks the source's active call; other numbers are inactive results; u = inconclusive; x = no result given. The order is random, and some 4.7% of all compounds hit somewhere here.

SMILES	SUMO HTRF inh	IMP-1 inhibitor	MEKK2 WT-MEK5	VIM-2 inh	HCV NS3 hel inh	PfM18AAP inh	MEKK2mut PB1 HTS	NALP1 yeast inh	FID counter
Cc1ccc(C(=O)/C=C/NNC(=O)c2ccccc2O)cc1	-6	-6.4	105	-2.1	19	7	3	-13	-9
Cc1ccc(CNS(=O)(=O)c2c(C)nc3scc(C)n3c2=O)cc1	1	0.3	97	-4.7	8	3	-2	6	-7
CCC(=O)Nc1cc(C(=O)OCC(=O)c2ccccc2)ccc1C	2	1.0	90	-1.7	-1	-6	-5	29	-10
Cc1ccc(/C=C2/N=C(c3ccccc3)NNC2=O)cc1	4	-1.9	100	-4.2	4	-6	1	15	-2
CC(C)n1c(SCC(=O)Nc2ccccc2N2CCCCC2)nc2c1c(=O)n(C)c(=O)n2C	-14	-0.3	97	0.3	2	-2	-2	-7	-2
O=C(c1ccc(OCC2CCCO2)cc1)N1CCc2ccccc2C1 (stereo not drawn)	21	-1.4	100	1.2	-6	1	-2	-13	-28
O=C(CN1CCOc2ccccc21)NCc1ccco1	20	-2.6	96	-4.7	4	9	1	-2	-1
O=C(NNc1ccccn1)C(=O)NNS(=O)(=O)c1ccc(Cl)cc1	-43	-4.8	x	-2.9	10	21	x	-1	-19
COc1ccc(CCNC(=O)c2ccc(Br)cc2)cc1	-13	-1.0	97	-0.8	1	-1	-2	10	-15
CCOc1nc(C)ccc1-c1noc(-c2ccncc2)n1	-1	-2.3	94	-2.4	-6	2	-2	4	-16
COc1cccc(C(C(=O)NC2CCCC2)N(C(=O)c2ccco2)c2ccccc2)c1OC (stereo not drawn)	5	-2.0	98	-2.0	-5	4	0	15	-40
CCOc1ccc2nc(SC3CC(=O)N(c4ccccc4)C3=O)sc2c1 (stereo not drawn)	14	-1.9	95	-2.3	1	-17	-6	17	-5
COc1cc2cc(CN(C(=O)Nc3ccccc3)C3CCCC3)c(=O)[nH]c2cc1OC	39	-0.5	104	0.4	-2	5	4	11	-6
CCOc1ccc(NC(=O)N2CC=C(n3c(=O)[nH]c4ccccc43)CC2)cc1	17	6.2*	107	1.2	2	-8	14	5	-30
CCCC(CCC)=NNc1ccc(S(=O)(=O)Nc2ccccc2OC)cc1[N+](=O)[O-]	8	-1.8	92	0.2	-7	-3	-3	25	1
CCOc1ccc(C2CC(c3ccc(Br)cc3)Nc3nc(N)nn32)cc1 (stereo not drawn)	x	-6.0	x	-7.2	-3	3	x	x	-8
O=C(Nc1cccnc1)c1cccc(S(=O)(=O)N2CCOCC2)c1	16	-1.0	109	-0.8	-3	0	7	10	-3
CC(C)C(=O)NNC(=O)c1csc(-c2cccs2)n1	-7	-4.6	102	-1.8	8	11	-5	x	-7
CC(=O)C1=C(C)NC(SCC(=O)c2ccc(F)cc2)=C(C#N)C1c1ccco1 (stereo not drawn)	46	-2.6	87	-1.9	6	10	-3	8	-1
C=C(C)C1Cc2c(C)nn(-c3ccccn3)c2C1 (stereo not drawn)	-20	-3.6	104	-4.6	-1	1	13	45	-6
Cc1cc(NC(=O)CSc2ccc3c(c2)OCCO3)no1	16	-3.5	104	-0.8	1	-8	6	10	-3
COc1cc(/C=N/n2cnn(Cc3ccccc3Cl)c2=S)cc(OC)c1OC	6	-3.9	97	-2.8	12	18	-1	6	-2
CCOC(=O)CCc1c(C)n[nH]c1C	-24	0.0	79	1.5	4	-5	-13	3	-2
CC(=O)Nc1ccc(NC(=O)Cn2cnc3c(nnn3Cc3ccc(F)cc3)c2=O)cc1	15	-0.7	100	-1.0	-2	-7	2	19	-3
OC(CNCc1cccc(Cl)c1)c1ccccc1 (stereo not drawn)	17	-0.4	96	1.2	2	0	-3	0	11

(continued)
SMILES	SUMO HTRF inh	IMP-1 inhibitor	MEKK2 WT-MEK5	VIM-2 inh	HCV NS3 hel inh	PfM18AAP inh	MEKK2mut PB1 HTS	NALP1 yeast inh	FID counter
CCOC(=O)/C=C1\SCC(=O)N1CC(=O)NC(C)C	22	-2.7	x	-3.8	4	2	x	-7	-5
COCC(C)NC(=O)CSc1nc(-c2ccccc2)c(-c2ccccc2)o1 (stereo not drawn)	-8	-4.0	103	-4.7	-3	0	3	-4	-27
CCCCC(CC)CNC(=O)CCCCn1c(=O)[nH]c2ccsc2c1=O (stereo not drawn)	-5	-2.9	100	0.0	-3	-8	-2	-4	-28
COc1ccc(/C=N/NC(=O)c2cc3c(ccc4ccccc43)o2)c(OC)c1	22	-1.3	88	-4.5	-20	2	-3	5	-18
Nc1nncn1C(=O)CCCOc1ccccc1	18	-3.2	104	-2.4	-7	35*	1	2	-2
FC(F)(F)c1cnc(-c2cnc(-c3ccncc3)nc2)c(Cl)c1	2	0.8	74	0.3	-5	-6	-15	14	-11
Cc1ccc(NC(=O)CNc2ccc(N3CCOCC3)cc2)cc1S(=O)(=O)N(C)C	4	-4.1	102	-0.1	-6	0	3	-2	-20
Cc1cccc(NC(=S)N2CCN(Cc3ccccc3)CC2)c1C	1	-2.7	119	-2.1	3	-3	13	27	-4
O=C(COC(=O)CC1CCCC1)Nc1cc2c(cc1Cl)C(=O)c1ccccc1C2=O	13	-3.6	100	-0.9	16	-6	2	-10	1
CC(=O)NCC(=O)OCC(=O)c1ccc(Br)cc1	5	-1.3	93	-1.9	-3	1	-2	26	-5
COC(=O)/C(=C/c1ccco1)NC(=O)c1ccc(Br)o1	10	-0.2	89	0.8	0	-1	-3	14	-6
O=C(COc1ccccc1[N+](=O)[O-])NC1CC1	22	-2.0	99	-2.7	20	-1	-1	12	6
O=C(O)c1c2c(nc3ccccc13)/C(=C/c1ccc(O)cc1)CC2	u	-1.6	106	-0.8	3	-9	0	-16	-5
NC(=O)Cc1ccc(C(=O)c2ccccc2F)s1	7	-2.8	108	-2.4	3	-10	-1	8	1
Cc1ccc(CNC(=O)/C=C/c2ccccc2Cl)cc1	23	2.2	97	2.7	8	6	1	2	-7
Cc1occc1-c1nnc(SCCNCCO)o1	12	-3.4	97	-2.9	10	0	-5	-2	1
COc1cc(OC)cc(C(=O)Nc2cccc(-c3ccc4nncn4n3)c2)c1	-18	-2.3	97	-3.2	-3	-2	-3	-11	1
COC(=O)c1cn(NC(=O)Cc2ccccc2OC)c(=O)c2ccccc12	-4	-3.7	101	-1.6	4	0	-7	2	-2
CC1=NN(c2nc(-c3ccccc3)cs2)C(=O)C1	14	-2.8	99	-4.9	13	9	5	-11	-9
O=[N+]([O-])c1ccc(N=Nc2c(O)[nH]c3ccc(F)cc23)cc1	0	-1.7	102	-3.2	15	-4	8	12	9
CCCCc1nc2sc3c(c2c(=O)n1NC(=O)c1ccco1)CC(C)(C)OC3	-9	-3.4	100	-3.2	9	-21	-5	-25	-26
CCc1nn(CC(=O)N2CCCCCC2)c(=O)c2cc3ccccc3n12	-18	0.4	101	3.4	-3	-5	-2	11	-35
CCCc1nnc(NC(=O)CCC(=O)N2CCN(S(=O)(=O)c3ccc(OC)cc3)CC2)s1	2	-3.2	101	-3.2	-3	4	3	14	-41
Cc1ccc(Cl)cc1N1CCN(S(=O)(=O)c2ccc3c(c2)NC(=O)C(C)C(=O)N3)CC1 (stereo not drawn)	33	-1.8	96	-1.0	16	-1	-6	4	-39
CCn1c(COc2ccccc2C)nnc1SCC(=O)CC(=O)Nc1ccccc1	10	-5.8	94	-3.4	6	4	0	6	-14

3 consecutive compounds out of the list so far:
SMILES	SUMO HTRF inh	IMP-1 inhibitor	MEKK2 WT-MEK5	VIM-2 inh	HCV NS3 hel inh	PfM18AAP inh	MEKK2mut PB1 HTS	NALP1 yeast inh	FID counter
CC1=NN(c2nc(-c3ccccc3)cs2)C(=O)C1	14	-2.8	99	-4.9	13	9	5	-11	-9
O=[N+]([O-])c1ccc(N=Nc2c(O)[nH]c3ccc(F)cc23)cc1	0	-1.7	102	-3.2	15	-4	8	12	9
CCCCc1nc2sc3c(c2c(=O)n1NC(=O)c1ccco1)CC(C)(C)OC3	-9	-3.4	100	-3.2	9	-21	-5	-25	-26

Additional records follow:
SMILES	SUMO HTRF inh	IMP-1 inhibitor	MEKK2 WT-MEK5	VIM-2 inh	HCV NS3 hel inh	PfM18AAP inh	MEKK2mut PB1 HTS	NALP1 yeast inh	FID counter
Cc1csc2c(N3CCN(C(=O)Nc4ccc(OC(F)(F)F)cc4)CC3)ncnc12	-40	-1.9	100	-3.8	-3	0	-3	6	-23
C#CCN(CC=C)C(=O)CCc1nnc(COc2ccccc2)o1	13	-3.5	97	-5.5	10	-1	-9	-9	-8
CC1(C)Cc2ccccc2C(C(=O)c2ccccc2)=N1	-11	-1.8	101	0.1	10	-1	2	11	-14
OCCN1CCN(c2ncnc3ccc(Br)cc23)CC1	-2	-3.0	104	-0.5	1	-1	8	32*	2
COCCNC(=O)CN1C(=O)COc2ccc(Cl)cc21	-12	-4.8	101	-1.0	14	0	-4	14	-9
CCCCc1cc(=O)oc2cc(OCC(=O)N[C@@H](Cc3ccccc3)C(=O)O)ccc12	9	-1.9	98	-0.2	50*	11	-1	13	-23
Cc1ccnc(NC(=O)CSc2ccccn2)c1	-3	0.0	94	-0.6	12	16	-12	18	-7
O=C(CSc1nnc(-c2ccncc2)n1-c1ccc(F)cc1)NNC(=O)c1cccc(O)c1	21	-1.8	100	-4.0	-3	0	1	4	-12
FC(F)(F)c1cccc(Nc2nc(N3CCOCC3)nc(N3CCOCC3)n2)c1	-15	-1.7	102	-0.9	-29	-2	2	15	-22
O=C(c1cc2c(F)cccc2s1)N1CCCC1	18	-2.2	93	-2.1	-2	1	-6	11	-3
O=C(Cc1cccs1)NCc1cccs1	28	-5.0	103	-3.4	2	7	0	x	-3
Cc1cnn(-c2ccc3nnc(-c4ccc(Cl)cc4)n3n2)c1	27	-2.7	102	-4.8	4	-2	-1	6	-1
COc1ccc(C2(O)CCN(CCCCOc3ccccc3)CC2)cc1	17	-3.9	114	-1.0	-41	-4	7	5	19
O=C(NCCCN1CCOCC1)c1ccc(NS(=O)(=O)c2ccccc2)cc1	-3	-0.3	99	0.2	-4	0	-3	14	-3
COc1cccc(F)c1C(=O)NC(=O)Nc1ccc2nc(C)oc2c1	6	0.6	91	0.0	5	18	-5	x	0
COc1ccc(C2CC(O)(C(C)(C)O)NO2)cc1 (stereo not drawn)	-6	-1.3	96	-1.5	5	-2	-7	23	-4
O=c1cc2c(=O)oc3cc(O)c(O)oc3c2c(O)c1O	89	0.6	99	2.9	15	59*	6	-5	5
Cc1c(C(=O)Nc2ccccn2)sc2nc3n(c(=O)c12)CCC3	3	-3.0	106	-2.2	-2	-1	2	8	-12
COc1ccc(CNC(=O)C2CCN(c3nc(-c4ccccc4)nc4c3CCC4)CC2)cc1	-4	-4.0	125	-1.1	-50	3	15	13	2
COC(=O)c1ccccc1NC(=O)N1CCN(C/C=C/c2ccccc2)CC1	11	-2.6	110	-3.4	4	-13	4	45	-8
CCCCCOC(=O)C1=C(C)NC(=O)NC1c1ccccc1 (stereo not drawn)	0	-2.1	98	-2.5	9	4	1	4	-27
CCOC(=O)CS(=O)(=O)CC(=O)Nc1ccc([N+](=O)[O-])cc1OC	10	-3.3	89	-5.4	0	3	-6	-4	10
O=C1CCCN1c1cccc(Br)c1	26	-1.4	96	-4.9	0	-2	2	-15	0
